N-glyco inh = blocks N-linked glycosylation in D54 reporter cells | D54 ERlucT glycosylation luciferase reporter, 24 h; percent of 100 nM tunicamycin response | AID 588692 | reporter increase, % at 12.5 µM | actives 0.23% (n = 360,000);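 active = mean luciferase reporter signal, scaled so untreated is 0 and the glycosylation-blocking control 100, at or above a set limit in every replicate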;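 note: luciferase carries N-glycosylation sites so blocking glycosylation raises the light; 0% = median of neutral control wells and 100% = median of 100 nM tunicamycin wells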
MC4R antagonist = antagonists of human melanocortin 4 receptor (MC4R); inhibition, % at 6.5 µM; MC4R-expressing cells, MTII-stimulated cAMP, LANCE TR-FRET; AID 540295; actives 0.48% (n = 360,000);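 active = inhibition above its plate's cutoff, the mean of tested wells on that plate plus 3 SD, cut at about 29% in these data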;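 note: 0% = Melanotan II alone and 100% = Melanotan II plus saturating MCL0020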
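Test system: U2OS cells stably expressing human melanocortin 4 receptor (MC4R); also added: Melanotan II challenge; compound: 6.5 µM single dose; timing: 30-min compound preincubation, 1-h Melanotan II challenge, 1-h detection, room temperature; signal: Eu-cAMP/anti-cAMP TR-FRET, emission 671 nm; repeats: one well per compound, no replicates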
NOD2 RIPK2 PPI = NOD2-RIPK2 protein interaction inhibition | CHO BLA complementation NOD2-RIPK2, CCF4 ratio | AID 624267 | O43353 | actives 0.38% (n = 360,000) | inhibition, % at 4.98 µM; in the data active = inhibition above about 21%;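 note: 0% = vehicle only and 100% = reference blocker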
Target sequence (O43353 whole entry, looked up): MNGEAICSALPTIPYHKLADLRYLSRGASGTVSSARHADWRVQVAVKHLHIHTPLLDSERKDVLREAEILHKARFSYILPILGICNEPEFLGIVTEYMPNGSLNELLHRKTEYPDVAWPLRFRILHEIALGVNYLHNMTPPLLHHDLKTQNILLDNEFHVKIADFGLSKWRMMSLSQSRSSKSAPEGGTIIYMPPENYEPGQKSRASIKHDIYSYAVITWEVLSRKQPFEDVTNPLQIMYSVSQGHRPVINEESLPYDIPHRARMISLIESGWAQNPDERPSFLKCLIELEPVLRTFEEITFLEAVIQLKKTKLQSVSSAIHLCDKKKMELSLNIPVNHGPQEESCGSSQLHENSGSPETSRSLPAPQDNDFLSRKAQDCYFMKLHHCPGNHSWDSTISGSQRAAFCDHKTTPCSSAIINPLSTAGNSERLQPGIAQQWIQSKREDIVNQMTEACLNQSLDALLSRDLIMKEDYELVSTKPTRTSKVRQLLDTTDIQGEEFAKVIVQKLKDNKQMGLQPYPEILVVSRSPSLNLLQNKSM
NCOA2 inhibitor = inhibits human steroid receptor coactivator 2; Q15596; HEK293 GAL4-SRC2 luciferase reporter, luminescence; inhibition, % at 9 µM; actives 0.17% (n = 370,000); AID 651957;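 active = inhibition above the mean inhibition of all tested compounds plus 3 SD, set per campaign, cut at about 52% in these data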;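 note: 0% = DMSO treated cells and 100% = cells given Gossypol at 36 µM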
TLR9-MyD88 block = blocks human TLR9 binding to MyD88; CHO BLA complementation TLR9-MyD88, CCF4 FRET ratio; inhibition, % at 4.98 µM; AID 504734; actives 0.21% (n = 340,000);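 active = inhibition above the mean over all tested compounds plus 3 SD, cut at about 21% in these data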;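 note: 0% = DMSO only wells and 100% = clavulanate BLA inhibitor control wells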
m5-HT2A agonist = agonists of mouse serotonin 5-HT2A receptor (HTR2A) | CHO-K1 mHTR2A beta-arrestin complementation, luminescence; percent of 30 µM serotonin response | activation, % at 7.6 µM | actives 0.66% (n = 360,000);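 active = activation above a run cutoff, the mean activation of all tested compounds plus 3 SD, cut at about 14% in these data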;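 note: 0% = plate median of compound wells and 100% = 30 µM serotonin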
Target sequence (P35363 whole entry, looked up): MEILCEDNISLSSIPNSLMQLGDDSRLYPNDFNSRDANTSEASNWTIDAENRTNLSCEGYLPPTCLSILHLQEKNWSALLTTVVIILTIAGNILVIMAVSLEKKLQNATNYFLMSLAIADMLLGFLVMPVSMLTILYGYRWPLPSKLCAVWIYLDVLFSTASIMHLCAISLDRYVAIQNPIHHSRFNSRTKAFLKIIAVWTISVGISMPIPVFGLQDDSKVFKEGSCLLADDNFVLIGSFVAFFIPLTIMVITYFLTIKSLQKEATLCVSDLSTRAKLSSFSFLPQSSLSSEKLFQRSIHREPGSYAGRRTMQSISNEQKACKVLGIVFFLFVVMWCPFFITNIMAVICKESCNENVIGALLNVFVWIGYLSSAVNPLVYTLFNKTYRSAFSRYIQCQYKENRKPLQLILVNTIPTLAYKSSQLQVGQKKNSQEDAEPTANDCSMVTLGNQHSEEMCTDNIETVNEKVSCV
Cardio protect = myocardial damage modulation in H9c2 cells. H9c2 cardiomyocytes, H2O2 injury protection, ATPLite, 2 h. protection from H2O2 cell death, % at 20 µM. actives 0.63% (n = 360,000). AID 588492;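 active = compounds giving at least 50% protection of heart cells from peroxide-induced death in the single-dose screen, raw or plate-pattern-corrected value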;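 note: 0% = DMSO wells with peroxide and 100% = DMSO wells without peroxide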
ABHD5-PLIN5 inh = blocks binding of human ABHD5 to perilipin-5; AID 602281; inhibition, % at 4 µM; actives 0.78% (n = 360,000); Split G. princeps luciferase complementation, luminescence, 4 h;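 active = inhibition above the mean inhibition across every tested compound plus 3 SD, cut at about 22% in these data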;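 note: 0% = DMSO only wells and the 100% control is not disclosed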
ABCB6 inh MLPCN = human ABCB6 transporter inhibition; actives 0.19% (n = 360,000); AID 602162; Q9NP58; fluorescence ratio to DMSO, % at 10 µM; K562-ABCB6 porphyrin accumulation, flow cytometry, 1 h; stronger effect = lower value;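 active = fluorescence ratio to DMSO below 75%, the collection mean minus 3 SD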;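 note: signal is porphyrin accumulated inside mitochondria; 100% equals median channel fluorescence of DMSO control wells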
MC4R barr agon = agonists of human melanocortin 4 receptor (MC4R) beta-arrestin; P32245; U2OS MC4R beta-arrestin complementation, luminescence; percent of melanotan II response, DMSO zero; activation, % at 8.9 µM; actives 0.98% (n = 360,000);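 active = activation above a per-plate cutoff, the mean activation of sample wells on that plate plus 3 SD, cut at about 8% in these data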
An asterisk follows results filed as active.

| smiles | N-glyco inh | MC4R antagonist | NOD2 RIPK2 PPI | NCOA2 inhibitor | TLR9-MyD88 block | m5-HT2A agonist | Cardio protect | ABHD5-PLIN5 inh | ABCB6 inh MLPCN | MC4R barr agon |
| --- | --- | --- | --- | --- | --- | --- | --- | --- | --- | --- |
| CCCCOc1ccc(CNC(=O)NS(=O)(=O)c2ccc(OCC)cc2)cc1 | 0.6 | 0.9 | -4.4 | 0.3 | 10.2 | -1.1 | 0.1 | 1.8 | 99.0 | -0.6 |
| Nc1nc(SCC(=O)N2CCCC2)[nH]c(=O)c1NC(=O)c1ccco1 | -0.4 | 9.0 | -3.2 | 4.0 | 3.4 | 2.8 | -2.6 | 6.5 | 98.0 | 0.1 |
| C/C(=N\OC(=O)c1ccc(Cl)cc1)c1sc(-c2ccccc2)nc1C | 3.6 | 0.2 | -3.0 | -22.5 | -4.9 | -4.4 | -8.3 | 3.4 | 100.0 | -0.1 |
| O=C1CN(C(=O)CCN2CCOCC2)C(c2ccccc2)c2cc(Br)ccc2N1 (stereo not given) | 1.1 | -4.8 | -5.9 | -11.8 | -1.1 | -1.8 | -8.9 | 2.9 | 79.0 | -0.6 |
| NC1=NC(c2cn(-c3ccccc3)nc2-c2cccs2)n2c(nc3ccccc32)N1 (stereo not given) | -1.5 | 8.3 | -0.1 | 3.8 | 4.5 | -3.6 | 4.5 | 5.6 | 105.0 | -1.7 |
| COc1cccc(N2CCN(CC(=O)Nc3ccccc3C(=O)NCCc3ccccc3)CC2)c1 | -6.0 | 12.7 | -6.3 | -41.4 | 0.0 | -6.7 | 33.2 | -0.8 | 93.0 | -1.3 |
| COc1ccc(CC(=O)Nc2ccc3c(C)cc(=O)oc3c2)cc1OC | -0.9 | -5.3 | -4.7 | -11.1 | 7.9 | 0.5 | -2.2 | 4.3 | 91.0 | -1.8 |
| COC(=O)CSc1ccnc2cc(Cl)ccc12 | -0.8 | 26.8 | -3.8 | 4.2 | 0.8 | 3.4 | -1.3 | 4.2 | 97.0 | -1.2 |
| CCCOn1c(-n2nc(C)cc2C)nc2ccccc2c1=O | 1.9 | 11.4 | 2.4 | 2.6 | 1.8 | -4.3 | -2.4 | 6.4 | 106.0 | 0.1 |
| O=C(CSc1nnc(-c2cccnc2)n1-c1ccccc1)NCc1ccc2c(c1)OCO2 | -1.4 | 0.9 | 1.7 | -5.0 | 0.7 | 0.6 | 2.2 | -8.4 | 91.0 | -2.1 |
| CCCN1C(=O)C(O)(CC(=O)c2cccc(OC)c2)c2ccccc21 (stereo not given) | 2.0 | 6.0 | 0.7 | -14.7 | 1.1 | 6.3 | 8.6 | 6.2 | 97.0 | -0.2 |
| Cc1ccc(NC(=O)C(Cc2ccccc2)NC(=O)OCc2ccccc2)cc1C (stereo not given) | -3.6 | 10.8 | -0.1 | 1.9 | -10.2 | -2.8 | -1.0 | -11.4 | 97.0 | 8.8* |
| CN1CCN(c2ccc(NC(=O)N3CCc4ccccc43)cc2)CC1 | -17.8 | -3.6 | -2.9 | 37.2 | -1.4 | -3.8 | -20.6 | -4.9 | 97.0 | -1.9 |
| CCOC(=O)c1cc(C)[nH]c1C | -1.6 | 2.6 | -6.3 | -0.5 | -9.6 | 2.7 | -1.8 | -10.5 | 99.0 | -0.2 |
| O=c1[nH]n(-c2ccccc2)c(=O)cc1Cl | 0.4 | 10.2 | 1.1 | -4.5 | 0.3 | -2.2 | -1.9 | -10.1 | 99.0 | -0.4 |
| CCc1nc(SCC(=O)N2CCc3ccccc32)c2oc3ccccc3c2n1 | 1.6 | 2.6 | -5.6 | -23.9 | 10.4 | 9.1 | 1.5 | 6.0 | 97.0 | 0.6 |
| CCOC(=O)c1ccc(NC(=O)Nc2c(C)n(C)n(-c3ccccc3)c2=O)cc1 | 1.3 | 0.1 | -7.7 | 21.9 | 4.2 | 2.4 | -5.3 | -2.1 | 97.0 | -3.7 |
| COc1cccc(C2C(C(=O)c3cccs3)=C(O)C(=O)N2CCN(C)C)c1OC (stereo not given) | 0.9 | 3.0 | -4.0 | 9.4 | 3.9 | -1.5 | -0.7 | -9.8 | 100.0 | -3.4 |
| Fc1ccc(-c2csc(NC(=S)Nc3ccccc3)n2)cc1 | -2.8 | 4.4 | -5.4 | -24.9 | -2.6 | -1.9 | -12.7 | -6.5 | 91.0 | 7.6 |
| Cc1cc(C)c(-n2c(SCc3nc4ccccc4s3)n[nH]c2=O)c(C)c1 | -5.8 | 1.8 | -9.2 | 14.5 | 8.3 | 3.9 | -6.4 | -2.7 | 93.0 | -0.1 |
| CCOc1cc(/C=N/NC(=O)c2cccc(S(=O)(=O)N3CCCC3)c2)ccc1OCC(=O)N(C)C | 0.5 | 7.7 | -38.1 | 6.2 | -3.8 | -7.7 | -2.8 | -5.8 | 93.0 | -2.6 |
| Cc1nc2nc(SCC(=O)c3ccc([N+](=O)[O-])cc3)[nH]c2cc1Br | 1.4 | 5.3 | -2.8 | 11.6 | 2.4 | -0.4 | 4.1 | 6.1 | 103.0 | 0.0 |
| CC(C)Sc1nnc(NC(=O)CCc2ccccc2)s1 | -0.6 | 8.3 | -5.7 | 12.1 | -0.8 | 2.1 | 0.4 | -1.9 | 91.0 | 1.5 |
| Cc1cc(C(=O)O)cc(S(=O)(=O)Nc2c(C)nn(C)c2C)c1C | 1.7 | 9.2 | 9.5 | 10.3 | -1.6 | 1.7 | 9.8 | 3.5 | 108.0 | 0.8 |
| Cc1cc(C)n(-c2ncnc3ccccc23)n1 | 0.6 | -5.4 | -7.8 | -22.8 | -1.8 | 0.2 | -0.1 | 3.0 | 99.0 | -1.2 |
| O=C1C=C(c2ccc3c(c2)OCO3)C[C@@H](c2ccc3c(c2)OCO3)C1 | 1.2 | -4.3 | -4.7 | 21.9 | 15.6 | 5.8 | -0.2 | -7.9 | 99.0 | -1.3 |
| Cc1cc(C)c2nc(C(F)(F)F)nc(N3CC(C)OC(C)C3)c2c1 (stereo not given) | -2.4 | 19.3 | -7.1 | -8.3 | -13.9 | 5.1 | -6.0 | 3.3 | 96.0 | -3.0 |
| Cc1ccc(NC(=O)C2=CC=CN3CCS(=O)(=O)N=C23)cc1 | 2.1 | 12.6 | -6.1 | -11.0 | -5.3 | 3.8 | 8.1 | 6.0 | 98.0 | -1.0 |
| Cc1ccc(C(=O)CC(=O)COc2ccc(Cl)cc2C)cc1 | 2.6 | 2.9 | 3.0 | -12.7 | -5.4 | 2.8 | 64.1* | -2.4 | 101.0 | -1.8 |
| COc1cccc2cc(-c3cc(=O)oc4cc(C)c(OCC(C)=O)cc34)oc12 | 3.2 | -16.7 | -6.4 | -43.4 | -3.1 | 8.8 | 6.1 | 4.7 | 91.0 | -0.1 |
| Cc1noc(NS(=O)(=O)c2ccc(NC(=O)c3oc4ccc(F)cc4c3C)cc2)c1C | 0.8 | -4.0 | 6.4 | -21.6 | 1.4 | 1.7 | -8.3 | -2.2 | 103.0 | -0.5 |
| COCCn1c(SCC(=O)Nc2cc(C)cc(C)c2)nc2ccccc2c1=O | 1.1 | 0.6 | -8.0 | -18.1 | -0.3 | -2.0 | 10.3 | -3.8 | 100.0 | -0.2 |
| c1ccc2nc(NN=C3CCCCC3)ccc2c1 | -2.8 | -5.1 | -3.4 | -39.7 | -2.8 | 1.6 | 1.4 | 17.9 | 99.0 | 1.6 |
| CCN(C(C)=O)N(CC)c1nc(Cl)nc(NC(C)C)n1 | 2.2 | -8.3 | -8.2 | -5.7 | 9.5 | 1.8 | 2.4 | 11.7 | 98.0 | 2.9 |
| Cc1cc(C)c(NC(=O)Cn2c([N+](=O)[O-])cnc2C)c(C)c1 | 0.8 | 1.9 | -2.0 | 2.0 | -0.5 | 0.9 | -4.7 | -1.9 | 95.0 | -1.4 |
| COCCn1c(N)c(C(=O)Nc2sc3c(c2C(=O)OC)CCCC3)c2nc3ccccc3nc21 | -2.4 | 0.1 | -3.9 | -6.2 | 5.8 | 5.2 | 8.6 | 1.4 | 105.0 | -2.3 |
| COc1ccc(OCCSc2nc(-c3ccccc3)cc(=O)[nH]2)cc1 | 3.3 | -2.5 | 1.0 | 0.8 | 0.4 | 2.1 | 11.1 | 7.5 | 102.0 | 0.9 |
| O=C(Cc1csc(-c2ccc(F)cc2)n1)Nc1cccc(S(=O)(=O)NC2=NCCC2)c1 | -1.1 | 14.4 | 3.0 | -10.0 | -7.5 | 0.4 | 1.9 | -2.0 | 105.0 | 0.8 |
| CCn1c(SCc2ccc(C(=O)Nc3cc(C)cc(C)c3)cc2)nnc1-c1ccncc1 | -0.5 | 8.4 | 6.8 | 5.8 | 8.1 | 3.7 | 5.6 | 2.1 | 101.0 | -2.1 |
| COC(=O)c1c(NC(=O)C2CC(C)=C(C)CC2C(=O)O)sc2c1CCCCC2 (stereo not given) | -0.6 | 10.3 | 2.7 | -13.6 | 4.8 | -1.6 | -1.6 | -6.8 | 99.0 | 0.1 |
| O=C(CCC(=O)c1cccs1)NNC(=O)c1ccc(Cl)cc1 | 1.3 | 2.6 | -1.7 | 5.5 | 3.6 | 1.5 | 14.0 | 2.0 | 97.0 | -2.3 |
| O=C(NCCc1cccc(F)c1)C1CCCN(c2nc3ccccc3s2)C1 (stereo not given) | -3.3 | -0.2 | -7.2 | 10.8 | -2.8 | -6.0 | -2.6 | 4.6 | 93.0 | -0.4 |
| CN1CCN(c2nc3c(c(=O)n(C)c(=O)n3C)n2CC(N)=O)CC1 | 1.2 | 25.4 | -3.6 | 1.8 | -0.1 | 2.6 | 11.0 | -6.7 | 104.0 | 0.1 |
| CSc1nc(SC)c2c3c(oc2n1)COC(C)(C)C3 | -0.3 | 4.8 | 5.0 | -14.7 | 3.6 | 0.9 | 0.0 | 0.6 | 95.0 | 1.7 |
| COc1cc(CCC(=O)OCC(=O)NC(=O)c2ccc(Cl)cc2)cc(OC)c1OC | 5.3 | 6.5 | -4.3 | -16.6 | 2.8 | -0.7 | -7.3 | -4.6 | 94.0 | -2.2 |
| O=C(Nc1ccc(Br)cc1)N1CCCCCC1 | 0.1 | 5.4 | -5.3 | -60.9 | -7.1 | -4.8 | -5.5 | 1.8 | 94.0 | -1.4 |
| Cc1ccccc1C(=O)N=c1ccn(-c2nc3ccccc3nc2NS(=O)(=O)c2ccc(F)cc2)cc1 | -1.1 | 4.4 | -2.5 | -9.8 | 13.1 | 3.9 | 21.6 | 5.8 | 105.0 | -0.5 |

Entries of single compounds, looked up by structure. Screens in order: N-glyco inh | MC4R antagonist | NOD2 RIPK2 PPI | NCOA2 inhibitor | TLR9-MyD88 block | m5-HT2A agonist | Cardio protect | ABHD5-PLIN5 inh | ABCB6 inh MLPCN | MC4R barr agon
CSc1nc(SC)c2c3c(oc2n1)COC(C)(C)C3 across the screens: -0.3 | 4.8 | 5.0 | -14.7 | 3.6 | 0.9 | 0.0 | 0.6 | 95.0 | 1.7
Fc1ccc(-c2csc(NC(=S)Nc3ccccc3)n2)cc1 across the screens: -2.8 | 4.4 | -5.4 | -24.9 | -2.6 | -1.9 | -12.7 | -6.5 | 91.0 | 7.6

Some of the compounds tested; rates above refer to the full screens.
